GPR55 activation: GPR55 agonists via beta-arrestin recruitment, primary screen, imaging, U2OS cells, beta-arrestin-GFP redistribution (AID 1961); U2OS GPR55 beta-arrestin-GFP redistribution imaging; higher % means a stronger effect; one-dose activation, % at 10 µM; EC50 in µM for titrated hits; actives 0.048% (n = 290,000);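 active = activation above 40% with more than 50 cells counted in the well; inconclusive = wells holding fewer than 50 cells, flagged as toxic or sparse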;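 note: U2OS osteosarcoma cells stably expressing GPR55 and beta-arrestin-GFP; plate controls were DMSO negative control for no effect and LPI positive control for full effect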
NOD1 inhibition: NOD1 signaling inhibitors, primary screen, cell-based, luminescence, uHTS (AID 1578) | inhibition, % at 4 µM; hits with a dose series show EC50 in µM | actives 1% (n = 290,000) | NOD1-driven NF-kB luciferase reporter cells, luminescence; higher % means a stronger effect; in the data active = inhibition mostly above about 36%, no sharp cut-off; inactive = mostly below about 34%;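 note: HEK-293T reporter cells stimulated with the NOD1 agonist gamma-tri-DAP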
GPR35 antagonists: GPR35 antagonists blocking zaprinast-driven arrestin recruitment, primary screen, imaging, U2OS, beta-arrestin-GFP, zaprinast agonist (AID 2058); actives 0.052% (n = 290,000); U2OS GPR35 beta-arrestin-GFP translocation imaging, zaprinast antagonism; higher % means a stronger effect; inhibition, % at 10 µM, or IC50 in µM where a hit was titrated; G-protein coupled receptor 35 (Homo sapiens);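 active = inhibition of at least 50% with at least 30 cells and total cytoplasm GFP at most 10,000,000; inconclusive = under 30 cells or total GFP of 10,000,000 plus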
GPR55 antagonists: GPR55 antagonists blocking LPI-driven arrestin recruitment, primary screen, imaging, U2OS, beta-arrestin-GFP, LPI agonist (AID 2013); G-protein coupled receptor 55 (Homo sapiens); inhibition, % at 10 µM, or IC50 in µM where a hit was titrated; actives 0.13% (n = 290,000); U2OS GPR55 beta-arrestin-GFP translocation imaging, LPI antagonism; higher % means a stronger effect;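 active = spots per cell inhibited over 60%, with over 100 cells counted and total cytoplasm intensity under 500,000; inconclusive = wells with under 100 cells, flagged as likely toxic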;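 note: U2OS cells stably carrying GPR55 and arrestin-GFP stimulated by 5 µM LPI near EC80; imaged beta-arrestin-GFP aggregate spots per cell after agonist stimulation; plate controls were LPI-stimulated DMSO wells for no effect and DMSO wells without LPI for full effect; some results filed as inactive read as strong as hits; confirmed hits need IC50 under 10 µM and bright autofluorescent wells are also inconclusive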
HIV fusion peptide: inhibitors of HIV fusion peptide binding, primary screen, biochemical, uHTS, fluorescence dequenching (AID 1986); actives 0.3% (n = 290,000); cell-free peptide binding, fluorescence dequenching, 30 min; higher % means a stronger effect; inhibition, % at 20 µM, or IC50 in µM where a hit was titrated; in the data active = inhibition mostly above about 52%, no sharp cut-off; inactive = mostly below about 76%; note: some results filed as inactive read as strong as hits
NS5 inhibitors: Dengue-2 NS5 methyltransferase inhibitors, primary screen, biochemical, confirmation dose response (AID 588689); actives 0.3% (n = 340,000); Genome polyprotein (Dengue virus type 2 (strain 16681-PDK53)); Dengue-2 NS5 methyltransferase capping enzyme assay, biochemical; higher % means a stronger effect; inhibition, % at 25 µM, or IC50 in µM where a hit was titrated; in the data active = a potency from the dose series; inconclusive = inhibition above about 29% without an active follow-up result
KOR beta-arrestin-1: KOR antagonists, beta-arrestin recruitment, cell-based, luminescence, uHTS (AID 1778); inhibition, % at 10 µM, or IC50 in µM where a hit was titrated; actives 0.091% (n = 290,000); KOR beta-arrestin recruitment, luminescence, antagonist mode; higher % means a stronger effect; in the data active = inhibition above about 50%; note: strong numbers were not always called active
West Nile virus CPE: West Nile virus antiviral activity, cell-based, CPE readout (AID 1621); West Nile virus-infected cells, CPE inhibition; higher % means a stronger effect; CPE inhibition, % at 10 µM; hits with a dose series show IC50 in µM; actives 0.02% (n = 290,000); in the data active = a potency from the dose series; inconclusive = CPE inhibition mostly from about 3.7% at the one dose, without a potency; inactive = the rest, 99 in 100 with CPE inhibition below about 2.2%; note: strong numbers were not always called active
KOR beta-arrestin-2: KOR agonists, beta-arrestin recruitment, primary screen, cell-based, luminescence, uHTS (AID 1777). one-dose activation, % at 10 µM; EC50 in µM for titrated hits. KOR beta-arrestin recruitment, luminescence; higher % means a stronger effect. Kappa-type opioid receptor (Homo sapiens). actives 0.02% (n = 280,000); in the data active = activation above about 50%, passing the limit was not always enough; note: a part of the inactive calls stands beside numbers as strong as those of hits
NS5 inhibitors pilot replicate: also measured in NS5 inhibitors; calls as there; inhibition, %; measured here: pilot screen replicate inhibition
* hit, by the source's call; ? = inconclusive; · = not tested or not shown; ! = a repeat was not active; [ ] = another dose, or the depositor's remark.

SMILES	GPR55 activation	NOD1 inhibition	GPR35 antagonists	GPR55 antagonists	HIV fusion peptide	NS5 inhibitors	KOR beta-arrestin-1	West Nile virus CPE	KOR beta-arrestin-2	others
CCCCc1nn(-c2cc(Cl)ccc2OC)c2c1C(=O)CCC2	-0.2%	11%	21%	6%	0.7%	-2%	29%	-0.4%	0.6%
Fc1cccc(/C=N/Nc2ccc(Cl)nn2)c1	-0.3%	23%	10%	-5%	-2.7%	-5%	-33%	0.2%	10%
Cc1cccc(CN2CCOCCS2(=O)=O)c1	-0.3%	-20%	-8%	0%	1.5%	2%	-43%[20 µM]	0.9%	-0.9%
CC(N1CCOC1=O)S(=O)(=O)c1ccccc1 (centres undefined)	-0.2%	-28%	-18%	6%	3.2%	-2%	5%	-0.2%	1.3%
CN1CCc2ccccc2C1C1CCNCC1 (centres undefined)	-0.2%	-19%	-27%	-1%	-2.2%	2%	12%	-0.1%	1.5%
O=C1C2C3C=CC(C4CC34)C2C(=O)N1Cc1ccccc1 (centres undefined)	-0.2%	-25%	-2%	2%	0.4%	3%	12%[20 µM]	-0.7%	-1.6%
Cc1c(C)c2ccc(OCc3ccc(C(=O)O)o3)c(C)c2oc1=O	-0.2%	-1%	-6%	12%	-2.2%	-10%	-19%	0.3%	2.6%
COC(=O)/C(=N\Nc1ccc(Cl)cc1)Sc1nnc(-c2ccc(OC)cc2)n1C	-0.4%	-18%	1%	4%	-0.9%	-8%	38%	-0.3%	-2.5%
COc1ccc(/C=C2\SC(=S)N(c3cccnc3)C2=O)cc1	-0.1%	-2%	-9%	-1%	-1.3%	11%	36%	-0.2%	-1.2%
CC1CCN(CCCNC(=O)c2cc3c(Cl)nc4ccccc4c3s2)CC1	0.0%	-33%	-7%	-16%	0.4%	0%	-12%	3.1%	5.1%
Cc1ccc(NC(=O)CN(C)S(=O)(=O)c2cccc3nsnc23)cc1	-0.4%	-2%	10%	3%	-1.2%	-4%	12%	-0.4%	-6.7%
Cc1cccc2c(=O)c(C(=O)NCCCN3CCOCC3)c[nH]c12	-0.3%	-18%	-8%	15%	1.5%	-6%	15%	-0.7%	-3.7%
Cn1c(=O)c([N+](=O)[O-])c(Cl)c2ccccc21	-0.2%	-31%	3%	-10%	-1.7%	-17%	22%[20 µM]	0.1%	·
COc1cc(CC(=O)OCC(=O)NC2CCCCC2)cc(OC)c1OC	0.0%	-15%	-5%	3%	0.2%	0%	6%	-0.4%	-0.2%
Cc1cc(NC2CCCCC2)nc(-c2ccccc2O)n1	-0.2%	-1%	10%	-2%	0.0%	-10%	11%	-0.1%	-2.7%
CC1CCN(CC(O)COCCOc2ccc(Br)cc2)CC1 (centres undefined)	-0.1%	-14%	-6%	10%	-1.1%	1%	8%	-1.2%	3.3%
c1ccc(Oc2cccc(OCCCCN3CCCC3)c2)cc1	0.2%	-32%	-1%	12%	2.3%	0%	·	-1.6%	-0.1%
Cc1ccccc1NC(=O)c1ccc(C)c(S(=O)(=O)NCc2cccnc2)c1	0.9%	27%	-10%	13%	-1.4%	2%	-7%	-0.2%	0.9%
C[C@@H]1NC(=O)[C@H](CCCN=C(N)N)NC(=O)c2cc([N+](=O)[O-])cc(I)c2OCC[C@@H](C(N)=O)NC1=O	0.2%	-24%	-2%	-10%	-0.4%	·	-8%	-0.1%	-3.6%
Cc1cccc(Nc2nc(NCCCN3CCOCC3)nc(N)c2[N+](=O)[O-])c1	-0.2%	-40%	-18%	21%	0.8%	-2%	-22%	2.4%	0.1%

Fetched by structure from the list above, three records:
SMILES	GPR55 activation	NOD1 inhibition	GPR35 antagonists	GPR55 antagonists	HIV fusion peptide	NS5 inhibitors	KOR beta-arrestin-1	West Nile virus CPE	KOR beta-arrestin-2	others
COc1ccc(/C=C2\SC(=S)N(c3cccnc3)C2=O)cc1	-0.1%	-2%	-9%	-1%	-1.3%	11%	36%	-0.2%	-1.2%
Cc1cccc(CN2CCOCCS2(=O)=O)c1	-0.3%	-20%	-8%	0%	1.5%	2%	-43%[20 µM]	0.9%	-0.9%
Cn1c(=O)c([N+](=O)[O-])c(Cl)c2ccccc21	-0.2%	-31%	3%	-10%	-1.7%	-17%	22%[20 µM]	0.1%	·

The list goes on.
SMILES	GPR55 activation	NOD1 inhibition	GPR35 antagonists	GPR55 antagonists	HIV fusion peptide	NS5 inhibitors	KOR beta-arrestin-1	West Nile virus CPE	KOR beta-arrestin-2	others
CC1CCCN(c2ccc(C(=O)NCC3CCCO3)cn2)C1 (centres undefined)	0.0%	-26%	-3%	-1%	0.8%	1%	20%	-0.2%	-2.8%
COc1cc(C(=O)N2CCc3ccccc32)ccc1OCc1c(C)noc1C	0.0%	-10%	-8%	6%	0.8%	-1%	-21%	-0.6%	-0.2%
O=c1[nH]n(-c2cccc3cccnc23)c(=O)c2ccccc12	-0.1%	-4%	-10%	18%	-3.1%	-5%	-14%	-0.4%	3.5%
O=C(O)c1ccc(NC(=O)C2CC=CCC2C(=O)O)cc1 (centres undefined)	?	-6%	1%	4%	2.3%	1%	9%	0.5%	-7.5%
COc1ccccc1NC(=S)NC(NC(=O)C(C)C)C(Cl)(Cl)Cl (centres undefined)	-0.2%	-17%	-1%	4%	0.0%	-10%	11%[20 µM]	-0.2%	2.2%
O=C(CCN1CCN(c2ccccc2)CC1)Nc1ccccc1	-0.4%	-10%	-12%	-3%	-1.9%	-1%	-6%[20 µM]	-0.5%	-5.5%
O=C(Nc1ccc(Cl)cc1)C1C2CCCCC21 (centres undefined)	-0.1%	-55%	-2%	-8%	0.3%	·	-6%	-0.3%	2.4%
Cc1ccc(C(=O)NNC2=Nc3cc([N+](=O)[O-])ccc3OC2)cc1	0.2%	-8%	5%	7%	-2.4%	8%	2%	0.2%	0.8%
COc1ccc(Cl)cc1N1CC(c2nc3ccccc3[nH]2)CC1=O (centres undefined)	-0.1%	9%	-4%	1%	1.8%	-3%	6%	-0.1%	9.1%
Cc1ccc(C)c(NC(=O)CSc2sc3c(O)cc(=O)[nH]c3c2C#N)c1	-0.2%	-17%	0%	-2%	22%	0%	-8%	0.1%	-3.5%
COc1ccc([N+](=O)[O-])cc1N(CC(=O)NC1CCCC1)S(C)(=O)=O	0.2%	-19%	-6%	-2%	1.4%	-1%	-1%	-0.1%	-0.3%
COCCNC(=O)CN1C(=O)COc2ccc(S(=O)(=O)N3CC(C)CC(C)C3)cc21 (centres undefined)	0.4%	-16%	14%	-5%	-1.1%	-4%	-2%[20 µM]	-0.4%	-2.4%
O=C(Nc1cc(S(=O)(=O)N2CCCCC2)ccc1O)c1ccccc1NS(=O)(=O)c1ccc(F)cc1	0.1%	-3%	8%	6%	50%	68µM*!	·	-0.1%	-0.9%
COc1ccc(F)cc1S(=O)(=O)NCc1ccccc1	0.1%	3%	-4%	1%	1.2%	-9%	-1%	0.9%	-0.4%
CC(C)c1nc2ccc(Br)cn2c1NC1CCCC1	0.5%	-13%	27%	19%	1.0%	-3%	-31%[20 µM]	-0.7%	-9.5%
COc1cc(C(=O)NCCC(=O)NCCN2CCOCC2)cc(OC)c1OC	-0.1%	-15%	8%	15%	1.7%	2%	-7%	0.4%	-0.1%
COc1ccccc1NC(=O)C(=O)NCc1ccncc1	-0.4%	-23%	-19%	5%	3.0%	-5%	18%	-0.1%	-0.3%
COc1cccc(C(=O)Nc2ccc(-c3nnc(-c4ccco4)o3)cc2)c1	-0.2%	28%	0%	-5%	-1.6%	-3%	9%	-0.3%	0.3%
CCOc1ccc(NC(=O)CNS(=O)(=O)c2c(C)cc(C)cc2C)cc1	-0.1%	-12%	8%	-18%	0.7%	1%	10%	-1.1%	-1.7%
Cc1c(CN(C)Cc2cn(C)nc2-c2ccccc2F)[nH]c2ccccc12	-0.1%	-13%	1%	20%	0.1%	-6%	-29%[20 µM]	-0.3%	·
COCC1CCCCN1Cc1cn(-c2ccccc2)nc1-c1ccc2c(c1)OCO2 (centres undefined)	-0.1%	-25%	3%	11%	0.6%	-10%	5%[20 µM]	-1.1%	-1.5%
Cc1ccc2nc3c(cc(C(=O)NC4CCCC4)c(=N)n3C3CCCCC3)c(=O)n2c1	-0.1%	-25%	-5%	25%	0.4%	9%	-18%	-1.5%	0.8%
Cc1ccc(C(=O)CSc2n[nH]c(-c3ccco3)n2)cc1C	0.3%	-11%	-9%	-10%	19%	-3%	28%	?	5.2%	NS5 inhibitors pilot replicate=-7.6
CCOC(=O)C1CCCN(S(=O)(=O)c2ccc(-c3cc(C)no3)s2)C1 (centres undefined)	-0.2%	5%	7%	-1%	0.6%	-3%	-5%	-0.1%	4.6%
CC1CC(C)CN(CCCNC(=O)c2ccc(CS(=O)(=O)Cc3cccc(Cl)c3)o2)C1 (centres undefined)	-0.1%	-20%	13%	1%	-0.3%	6%	55%	0.0%	-3.7%
C/C(=N\NC(=O)c1cccc2ccccc12)c1cccs1	0.0%	-68%	16%	-3%	7.4%	2%	26%	-0.2%	3.0%
Cc1ccc(C(C)C)c(OCC#CCN2CCOCC2)c1	0.1%	-22%	2%	-2%	5.2%	-3%	12%[20 µM]	-0.7%	-1.0%	NS5 inhibitors pilot replicate=2.4
O=C(Cc1cccs1)Nc1nnc(SCc2ccc(F)cc2)s1	-0.2%	-9%	7%	6%	-1.0%	-9%	21%	·	-1.8%
Cc1ccc(-c2nnc(N3CCN(C(=O)c4cccs4)CC3)c3ccccc23)cc1	0.3%	8%	-12%	2%	-2.0%	2%	30%	0.8%	1.2%
CCOCCCNC(=O)c1oc2ccc3c(c2c1C)C(O)CC(C)(C)O3 (centres undefined)	-0.3%	-6%	-13%	0%	1.7%	-5%	2%	0.1%	-4.1%
O=[N+]([O-])c1ccc(C2CNC(c3ccccc3)O2)cc1 (centres undefined)	-0.3%	-35%	7%	7%	2.5%	-3%	2%	1.0%	-4.1%
Cc1nc(C)n(C(C)CC(=O)O)n1 (centres undefined)	-0.2%	4%	-10%	26%	-0.3%	-4%	7%	0.0%	0.8%	NS5 inhibitors pilot replicate=-7.1
NS(=O)(=O)c1ccc(CNC(=O)/C=C/c2cccc(Cl)c2)cc1	-0.2%	-21%	-5%	22%	-0.1%	-6%	-3%	-0.5%	-4.2%
CC(C)NC(=O)CN(Cc1ccc(F)cc1)C(=O)CCC(=O)Nc1ccccn1	-0.3%	-22%	-6%	3%	5.0%	-2%	15%	1.3%	-4.9%
CCOC(=O)c1ccc(NC(=S)N2CCSC2c2c(F)cc(F)cc2F)cc1 (centres undefined)	-0.4%	1%	4%	-1%	0.3%	-4%	14%	0.2%	-2.6%

The list is partial (hit frequency here may not be typical).
